Assay outcomes (PubChem)
CHRM5 PAM = positive allosteric modulators of human muscarinic M5 receptor | CHO-K1 hM5, Fluo-8 calcium, ACh EC20 PAM; 0% = ACh EC20, 100% = ACh EC100 | hit rate 0.3% among 360,000 | AID 624038 | activation, % at 3 µM | P08912;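 active means activation above the run cutoff, the mean activation of all test compounds plus 3 SD, cut at about 18% in these data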
Target sequence (P08912 whole entry, looked up): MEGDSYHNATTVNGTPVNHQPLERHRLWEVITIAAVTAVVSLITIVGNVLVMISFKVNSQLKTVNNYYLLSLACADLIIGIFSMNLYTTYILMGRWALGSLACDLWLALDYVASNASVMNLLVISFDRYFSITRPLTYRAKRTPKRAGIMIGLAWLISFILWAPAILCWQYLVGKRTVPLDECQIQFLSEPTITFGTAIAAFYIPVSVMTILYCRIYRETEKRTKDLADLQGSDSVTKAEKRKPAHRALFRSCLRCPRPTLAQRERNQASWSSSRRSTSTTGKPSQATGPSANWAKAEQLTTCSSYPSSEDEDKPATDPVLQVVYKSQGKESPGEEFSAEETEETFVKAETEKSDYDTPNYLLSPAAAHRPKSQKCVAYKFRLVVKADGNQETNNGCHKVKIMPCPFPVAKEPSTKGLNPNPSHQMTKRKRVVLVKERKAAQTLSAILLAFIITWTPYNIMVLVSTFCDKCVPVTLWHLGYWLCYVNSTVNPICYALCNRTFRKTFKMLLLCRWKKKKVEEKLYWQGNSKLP
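Assay system: CHO-K1 hM5 cells. Also added: acetylcholine at EC20 concentration, added after compound. Dosing: 3 µM, single dose. Times: compound preincubation 140 s before EC20 acetylcholine addition. Signal: Fluo-8 calcium fluorescence. Measure: % activation relative to EC20 and EC100 ACh responses. Repeats: singlicate, one well per test compound.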
CHRM4 antagonist = blocks acetylcholine activation of human M4 receptor; CHO-hM4 cells, ACh EC80, Fluo-8 calcium fluorescence; inhibition, % at 3 µM; hit rate 0.73% among 360,000;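 active means inhibition above its plate's cutoff, the mean inhibition of sample wells plus 3 SD, cut at about 27% in these data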;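 further: 0% = acetylcholine EC80 with DMSO and 100% = DMSO without agonist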
Target sequence (P08173 whole entry, looked up): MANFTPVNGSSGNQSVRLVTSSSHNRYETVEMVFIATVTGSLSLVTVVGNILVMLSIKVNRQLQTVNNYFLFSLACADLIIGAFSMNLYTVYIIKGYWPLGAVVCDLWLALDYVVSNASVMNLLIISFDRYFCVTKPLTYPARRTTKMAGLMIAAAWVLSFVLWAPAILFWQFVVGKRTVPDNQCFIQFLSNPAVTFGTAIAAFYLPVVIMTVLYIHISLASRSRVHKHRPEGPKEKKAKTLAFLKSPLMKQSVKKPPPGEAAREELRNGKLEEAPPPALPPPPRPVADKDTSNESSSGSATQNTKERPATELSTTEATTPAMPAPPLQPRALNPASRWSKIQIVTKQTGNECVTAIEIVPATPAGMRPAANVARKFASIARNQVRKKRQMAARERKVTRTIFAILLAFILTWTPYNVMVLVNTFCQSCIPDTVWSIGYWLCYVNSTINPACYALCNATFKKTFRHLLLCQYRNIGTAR
CHO-K1 Ca PAM = counter-screen for M1 PAMs: effect in parental CHO-K1 cells; ATP EC20, Fluo-8 calcium fluorescence; 0% at ATP EC20, 100% at ATP max; activation, % at 3 µM; hit rate 0.02% among 360,000; AID 602247;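 active means activation above the run cutoff, the mean activation of all test compounds plus 3 SD, cut at about 40% in these data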;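 further: peak over basal fluorescence ratio in a 140 s read after ATP addition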
CHO-K1 Ca antag = nonselective inhibitor or artifact in parental CHO-K1 cells; AID 602250; ATP-induced calcium, Fluo-8 fluorescence; inhibition, % at 3 µM; hit rate 0.6% among 360,000;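 active means inhibition above a per-plate cutoff, the plate's mean sample inhibition plus 3 SD, cut at about 24% in these data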;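 further: 0% = DMSO plus EC80 ATP and 100% = DMSO alone without ATP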
M1 ag parental = M1 agonist counterscreen hit in parental CHO-K1 cells; Fluo-8 calcium fluorescence; scaled to maximal ATP response, vehicle zero; activation, % at 3 µM; hit rate 0.48% among 360,000; AID 602248; in the data active means activation above about 15%;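 further: untransfected CHO-K1 host cells lacking M1 receptor as counterscreen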
M4 PAM = CHRM4 positive allosteric modulation | P08173 | CHO-K1 hM4/Gqi5, Fluo-8 calcium fluorescence, ACh EC20; 0% = ACh EC20, 100% = maximal ACh | activation, % at 3 µM | hit rate 0.4% among 360,000;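 active means activation above its plate's cutoff, the mean activation of sample wells plus 3 SD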; further: some results filed as inactive read as strong as hits
M5 antag = CHRM5 antagonism in calcium assay; P08912; CHO-hM5 cells, Fluo-8 calcium fluorescence, ACh EC80; inhibition, % at 3 µM; hit rate 0.59% among 360,000;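 active means inhibition above a per-plate cutoff, the mean of that plate's test compounds plus 3 SD, cut at about 27% in these data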;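 further: 0% = acetylcholine EC80 with DMSO and 100% = DMSO without agonist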
M5 ag = CHRM5 agonism in calcium assay; P08912; CHO-K1 hM5 cells, Fluo-8 calcium fluorescence; 0% DMSO wells, 100% maximal acetylcholine response; activation, % at 3 µM; hit rate 0.19% among 360,000; AID 624037;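 active means activation above the run's mean over test compounds plus 3 SD, cut at about 23% in these data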;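 further: signal is peak over basal fluorescence ratio across the kinetic read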
M4 ag = CHRM4 agonism in calcium assay; P08173; CHO-K1 hM4/Gqi5, Fluo-8 calcium fluorescence; vehicle 0%, full acetylcholine response 100%; activation, % at 3 µM; hit rate 0.14% among 360,000; AID 624127;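 active means activation above the run mean over all test wells plus 3 SD, cut at about 32% in these data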;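 further: peak over basal fluorescence ratio per well then scaled between controls; 0% = DMSO wells and 100% = acetylcholine at EC100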
* = called active by the depositor. Compounds were not picked by outcome; about 2.7% have a hit in one of these screens.

compound	CHRM5 PAM	CHRM4 antagonist	CHO-K1 Ca PAM	CHO-K1 Ca antag	M1 ag parental	M4 PAM	M5 antag	M5 ag	M4 ag
CC/C(O)=C1\C(=O)CCCC1=NCc1nc2ccccc2[nH]1	3	-3	-7	2	-0.3	4	-5	10	0
COc1cc(C#Cc2c(-c3cncn3C)n(C)c3ccc(-c4ccc5cc[nH]c5c4)cc23)cc(OC)c1	2	15	12	-11	0.3	-5	7	-2	0
COc1c(CC=C(C)C)c(O)cc2oc(=O)c3c4ccc(O)cc4oc3c12	-14	9	0	-3	-0.1	-10	6	0	0
COCCCNC(=O)CN(c1cc(OC)ccc1OC)S(=O)(=O)c1ccccc1	2	-2	4	-8	0.3	-2	-4	-1	1
O=C(C[C@@H]1C/C=C\CC[C@H](Cc2ccc(F)cc2)C(=O)OC[C@@H]2CCCN2C1=O)NCCO	-2	-1	8	-12	1.0	3	11	1	2
Cc1nc(SCC(=O)NCC2CCCO2)[nH]c(=O)c1C (centres undefined)	7	-12	-2	3	0.8	6	-10	2	0
O=[N+]([O-])c1ccc(O)c(-c2cc(C(F)(F)F)nc(-c3ccccc3)n2)c1	-16	-2	-22	4	12	-8	19	7	18
CCCc1ccc2oc(C(=O)N(C)Cc3ccn[nH]3)c(C)c2c1	-5	-5	14	-17	2.6	2	12	-4	3
Cc1ccc(NC(=O)c2oc(=O)c3ccccc3c2-c2ccccc2)c(C)c1	2	-7	24	-10	0.3	1	-9	-3	-1
CC1CCN(C(=O)C2CC(c3ccc(F)cc3)=NO2)CC1 (centres undefined)	3	3	17	-15	-0.2	0	-8	0	0
Cn1nc(C(C)(C)C)cc1NC(=O)Nc1cc(Cl)cc(Cl)c1	-24	4	-16	11	9.1	-2	34*	5	16
CC(C)(C)c1ccccc1OCCCCCn1ccnc1	-14	-12	12	-8	3.5	-10	5	-16	4
CC(=O)c1ccc(S(=O)(=O)NC2CC(=O)N(c3cccc(F)c3)C2)cc1 (centres undefined)	-6	1	6	5	0.9	-2	0	3	3
O=C(CCN1C(=O)C2CCCCC2C1=O)N1CCN(S(=O)(=O)c2c(F)cccc2F)CC1 (centres undefined)	4	-8	11	-6	0.9	6	3	-1	2
CC(O)Cc1cn(CC(=O)N2CCNCC2)nn1 (centres undefined)	5	-1	15	-15	0.7	6	9	2	2

Results in CHO-K1 Ca PAM, CHO-K1 Ca antag and CHRM5 PAM, for some of the entries so far:
SMILES	CHO-K1 Ca PAM	CHO-K1 Ca antag	CHRM5 PAM
CC(O)Cc1cn(CC(=O)N2CCNCC2)nn1 (centres undefined)	15	-15	5
CC1CCN(C(=O)C2CC(c3ccc(F)cc3)=NO2)CC1 (centres undefined)	17	-15	3

More records:
compound	CHRM5 PAM	CHRM4 antagonist	CHO-K1 Ca PAM	CHO-K1 Ca antag	M1 ag parental	M4 PAM	M5 antag	M5 ag	M4 ag
COC(=O)C1=C(C)NC(=S)N(C(C)=O)C1c1ccccc1 (centres undefined)	1	8	-6	11	-0.5	10	10	-8	0
COc1ccc(S(=O)(=O)NC2CC(=O)N(c3cccc(F)c3)C2)cc1OC (centres undefined)	0	-3	-7	3	0.9	-3	2	1	2
COc1ccccc1N1CCN(CC(=O)Nc2ccc3c(c2)OCCO3)CC1	12	-2	17	-10	1.0	13	2	0	1
CCOC(=O)C1C(=O)NC(C)C1c1ccccc1 (centres undefined)	-5	10	6	4	-0.3	-10	1	0	-1
NS(=O)(=O)c1ccc(CNS(=O)(=O)c2ccc3c(c2)OCCO3)cc1	3	3	4	-14	0.2	-6	-1	1	0
COc1cccc(C2C(C(=O)c3ccco3)=C(O)C(=O)N2CCCN2CCOCC2)c1OC (centres undefined)	4	-18	28	-14	0.8	6	0	0	1
O=C(Cc1ccc(Cl)cc1)NNC(=S)NC(=O)c1cccs1	-4	-6	13	-4	11	-12	15	-6	1
CCOC(=O)c1cc(C#N)c(SCC(=O)Nc2ccc(C(C)=O)cc2)[nH]c1=O	12	-2	1	-9	0.3	23	-3	3	0
COc1ccc(C(=O)Nc2sc3c(c2C#N)CCN(C(C)=O)C3)cc1	-11	-2	-11	5	0.9	-3	3	4	4
O=C(CSc1nc2ccccc2c(=O)n1CCCO)NC1CC1	0	0	6	-10	-0.2	0	9	0	1
Cc1ccc(C(=O)O/N=C(\c2ccccc2)c2cccnc2)cc1	-4	-11	16	-3	2.3	-4	2	0	2
CN(C1CCCCC1)S(=O)(=O)Cc1ccccc1	3	2	15	-22	0.1	-2	-7	1	0
CC1CCCC(C)N1CC(O)COCc1ccccc1F (centres undefined)	-3	-9	3	-13	0.5	3	7	-5	0
O=C1C(=O)N(Cc2cccc([N+](=O)[O-])c2)c2ccccc21	-1	2	22	-4	0.7	1	6	5	2
O=C(CN1CCN(Cc2ccccc2)CC1)Nc1ccccc1	9	-6	12	-11	0.8	1	-3	-4	1
C[C@H](CO)N1C[C@H](C)[C@@H](CN(C)S(C)(=O)=O)Oc2c(NC(=O)Nc3ccccc3)cccc2C1=O	-2	-5	-18	-3	-0.2	14	4	5	1
Cc1ccsc1CN(C)CC(=O)Nc1ccc([N+](=O)[O-])cc1Cl	-6	7	-24	-6	3.6	-10	11	-4	1
CC1(C)Cc2ccccc2-c2nc3n(c(=O)c21)CCS3	4	-11	21	-5	0.1	1	-10	-3	1
O=C(Nc1ccc2nc(-c3ccccn3)c(-c3ccccn3)nc2c1)N1CCOCC1	-7	-8	22	-12	0.1	4	15	-4	4
COc1ccccc1CNC(=O)CCNS(=O)(=O)c1ccc2[nH]c(=O)oc2c1	9	-17	5	-10	0.5	4	-4	-1	2
CC(C)c1nnc(NC(=O)C2CCCCC2)s1	1	-11	28	4	0.3	7	0	1	1
COc1ccc(-c2cc(-c3cccs3)c(C#N)c(SCC(=O)NCc3ccco3)n2)cc1	3	3	15	-6	0.7	4	-5	1	2
CCc1c(C)c2ccc(OCC(=O)NCC3CCC(C(=O)O)CC3)cc2oc1=O (centres undefined)	2	-7	-13	-4	0.0	0	3	2	0
COc1ccc(C(=O)N(CN2CCCC2=O)c2cc(C)on2)cc1OC	-4	4	16	2	0.6	3	3	-2	0
COc1ccc(/C=N/N(CCC(=O)NC(C)(C)C)C2=NS(=O)(=O)c3ccccc32)cc1	-5	-33	-9	-8	-0.3	6	-2	-5	4
Cn1cccc1-c1nc2ccc(NC(=O)c3ccco3)cc2[nH]1	-34	-4	10	-5	2.8	-7	-6	-6	7
CN1C(=O)C2(C(C#N)=C(N)Oc3n[nH]c(-c4ccc(Cl)cc4)c32)c2ccccc21 (centres undefined)	1	-4	-8	21	-0.2	0	-2	-5	1
CC(C)c1ccc(OCC(=O)Nc2ccc(OC(F)(F)F)cc2)cc1	0	5	-3	-8	0.1	1	0	-1	0
COCCN1Cc2cccc(C(=O)NCc3ccc4c(c3)OCO4)c2C1=O	3	2	13	1	0.9	2	5	1	2
Cc1ccc(OCCNC(=O)CCNS(=O)(=O)c2ccc(Br)cc2)cc1	-4	-12	-19	11	0.1	4	4	2	4
COc1ccc(C(=O)Nc2cc3c4c(c2)C(C)C(=O)N4CCC3)c(OC)c1 (centres undefined)	2	11	-21	6	0.1	3	5	2	2
Cc1ccnc(NS(=O)(=O)c2ccc(NC(=O)c3cncc(Br)c3)cc2)n1	1	1	3	2	0.7	0	0	-1	2
O=C(O)CSc1ncnc2scc(-c3ccc(Br)cc3)c12	4	7	17	-17	0.9	28	2	-1	1
COc1ccc(C)cc1NS(=O)(=O)c1ccc(Cl)nc1	3	-7	14	-14	0.0	13	7	1	1
Cc1ccc([C@H]2C(C(=O)O)=CC[C@@H](c3ccc(C)cc3)N2S(=O)(=O)c2ccc(C)cc2)cc1	-2	-2	10	3	1.7	7	8	0	1
COc1cccc(NC(=O)CSc2nc3ccsc3c(=O)n2-c2ccc(C(=O)O)cc2)c1	3	3	2	-8	0.9	-3	-6	-2	3
CCC(C)NC(=O)c1cn(CC)c2cc(N3CCN(C)CC3)c(F)cc2c1=O (centres undefined)	-1	-5	-2	-2	0.3	4	7	-5	2
CN(C(=O)/C=C/c1ccc2c(c1)OCO2)c1ccccc1	6	-1	28	-6	0.8	4	2	-6	3
COc1ccccc1CN1CCC(CNS(=O)(=O)c2cc(-c3cc(C)no3)ccc2OC)CC1	-5	32*	1	-18	0.5	-23	2	-8	1
Cc1cc(C)nc(NCC(O)CNc2ccccc2Cl)n1 (centres undefined)	-5	1	1	-11	5.3	-2	6	6	6
O=C(NN=Cc1ccc2c(c1)OCO2)c1ccccc1	-12	-6	-8	-8	0.4	5	8	0	4
O=C(CC(NC(=O)OCc1ccccc1)C(=O)O)OCc1ccccc1 (centres undefined)	2	4	14	-12	0.6	-1	6	-2	1
Cc1cccc(-n2cc(-c3ccccc3)c3c(NN4CCOCC4)ncnc32)c1	-2	9	2	3	-0.3	2	3	-1	1
CCC(C)(C)NC(=O)C(c1ccccc1)N(C(=O)c1csnn1)C1CC1 (centres undefined)	1	-3	21	-3	0.4	12	0	-3	0
CCCn1c(/C=N/Nc2nc3ccccc3[nH]2)nc2ccccc21	-9	-8	25	-7	5.4	-4	-3	-5	9
CC1Oc2ccccc2N(CC(=O)N(Cc2ccccc2)Cc2ccccn2)C1=O (centres undefined)	-9	1	-8	14	2.9	-12	-3	2	10
COc1ccc(N=Cc2cc3c(cc2O)OC(N)=C(C#N)C3c2ccccc2)cc1 (centres undefined)	2	7	18	-15	1.0	-1	4	-1	-1
O=C(CCC(=O)c1cccs1)NC(c1ccccc1)c1ccccc1	11	-5	-2	8	0.0	-1	-8	-1	1
COc1ccccc1NC(=O)COC(=O)c1c(C)nn(-c2ccccc2)c1C	-31	6	6	-15	7.7	-1	17	0	17
CC(=O)c1ccc(OC2(C)CCN(Cc3ccc(C)cc3)C2)cc1 (centres undefined)	-2	7	12	5	0.5	-6	0	-4	-1
COc1ccc(N(C)S(=O)(=O)c2cccc(C(=O)NCC(c3ccco3)N3CCCC3)c2)cc1 (centres undefined)	0	-6	12	-10	1.7	-5	5	-7	3
CCC(C)[C@H](NC(=O)Nc1cccc(Br)c1)C(=O)OC (some centres undefined)	-3	3	18	-2	0.7	0	-2	-1	1
CN1CCc2c(sc(N)c2C(=O)O)C1	4	8	16	-9	-0.1	2	-9	1	1
CC(C)CN(C(=O)CCc1ccccc1)c1c(N)n(CC(C)C)c(=O)[nH]c1=O	-3	4	0	1	-0.1	10	1	-1	0
O=C(O)c1nn(CCOc2cccc(Br)c2)c(=O)c2ccccc12	-6	-7	3	-16	2.4	-6	0	2	8
COc1cccc(NC(=O)Cn2nnc(C(=O)NCCc3ccccc3)c2N)c1	-2	-3	5	-8	1.9	-2	17	-2	4
COc1ccc(CCC(=O)Nc2cccc(S(=O)(=O)N3CCCCCC3)c2)cc1	-4	-9	-1	-6	-0.1	-5	5	1	8
Cc1nc(NC(=O)c2cccs2)ccc1Br	12	-2	17	-3	3.6	3	-18	6	2
